Source: PubChem BioAssay
NALP1 inh – NALP1 inhibition; S. cerevisiae NALP1/ASC/caspase-1 growth, X-gal OD620, 72 h; AID 2071; 0.61% of 280,000 active; inhibition, % at 10 µM; in the data active = inhibition mostly above about 24%, no sharp cut-off; inactive = mostly below about 32%; note: some compounds called inactive have numbers as strong as hits
PfM18AAP inh – blocks P. falciparum M18 aspartyl aminopeptidase; recombinant PfM18AAP, H-Glu-NHMec fluorogenic cleavage; inhibition, % at 7.35 µM; 1.2% of 290,000 active; AID 1822;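 active = inhibition above the campaign mean inhibition over all tested compounds plus 3 SD, cut at about 28% in these data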;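 note: 0% = plate median of test compound wells and 100% = 2 mM ZnCl2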
OXTR agonist – human OXTR agonism; P30559; CHO-OTR cells, Fluo-8 calcium fluorescence; normalized: DMSO 0%, oxytocin 100%; activation, % at 3 µM; 0.32% of 320,000 active; AID 2435;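 active = activation above the mean of all tested compounds plus 3 SD, cutoff set per screening run, cut at about 20% in these data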;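 note: peak over basal fluorescence ratio from a 100 s FLIPR kinetic read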
Target sequence (P30559 whole entry, looked up): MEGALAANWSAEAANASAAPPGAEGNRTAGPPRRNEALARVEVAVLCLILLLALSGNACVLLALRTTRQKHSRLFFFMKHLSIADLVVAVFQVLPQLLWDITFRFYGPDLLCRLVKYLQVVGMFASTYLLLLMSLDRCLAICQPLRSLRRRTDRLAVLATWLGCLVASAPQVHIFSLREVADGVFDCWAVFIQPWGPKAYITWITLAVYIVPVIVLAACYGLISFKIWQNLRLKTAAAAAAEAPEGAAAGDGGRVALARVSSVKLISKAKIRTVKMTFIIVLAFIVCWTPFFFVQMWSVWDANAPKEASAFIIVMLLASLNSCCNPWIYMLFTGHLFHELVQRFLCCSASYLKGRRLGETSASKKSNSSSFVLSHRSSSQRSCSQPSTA
FID counter – counter-screen for HCV NS3 helicase inhibitors: DNA intercalator displacement | DNA fluorescent intercalator displacement, fluorescence | inhibition, % at 7.9 µM | 0.17% of 290,000 active; in the data active = inhibition above about 37%;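 note: 0% = vehicle and 100% = reference compound; higher means more ethidium bromide displaced from hairpin DNA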
GPR7 antagonist – human neuropeptides B/W receptor 1 antagonism; 1.1% of 290,000 active; GPR7-expressing cells, fluorescence antagonist assay; inhibition, % at 4.4 µM; in the data active = inhibition above about 16%, passing the limit was not always enough;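 note: cells stimulated with the agonist NPW; 0% = agonist with vehicle and 100% = vehicle without agonist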
Target sequence (P48145 whole entry, looked up): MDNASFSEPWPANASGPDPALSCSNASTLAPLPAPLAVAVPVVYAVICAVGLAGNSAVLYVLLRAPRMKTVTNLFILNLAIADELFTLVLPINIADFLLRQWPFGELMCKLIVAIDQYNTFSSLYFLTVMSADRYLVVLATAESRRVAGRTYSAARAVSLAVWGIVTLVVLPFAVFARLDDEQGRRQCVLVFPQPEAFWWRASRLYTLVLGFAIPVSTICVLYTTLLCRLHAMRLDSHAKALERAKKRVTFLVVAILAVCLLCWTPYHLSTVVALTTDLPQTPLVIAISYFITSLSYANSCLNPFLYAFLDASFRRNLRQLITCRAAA
MEKK2mut PB1 HTS – signal of MEK5 binding to mutant human MEKK2 PB1 domain; percent response, % at 10 µM; 0.35% of 290,000 active; AID 1530; bead flow cytometry, Alexa488-MEK5 binding to MEKK2 mutant; in the data active = percent response above about 24%, passing the limit was not always enough; note: inactives centre near 1; some results filed as inactive read as strong as hits; reference of the scale not given here
PHOSPHO1 block – PHOSPHO1 (human) inhibition; inhibition, % at 13.3 µM; 1.1% of 290,000 active; Q8TCT1; recombinant PHOSPHO1, absorbance phosphatase assay; in the data active = inhibition above about 60%
Target sequence (Q8TCT1 whole entry, looked up): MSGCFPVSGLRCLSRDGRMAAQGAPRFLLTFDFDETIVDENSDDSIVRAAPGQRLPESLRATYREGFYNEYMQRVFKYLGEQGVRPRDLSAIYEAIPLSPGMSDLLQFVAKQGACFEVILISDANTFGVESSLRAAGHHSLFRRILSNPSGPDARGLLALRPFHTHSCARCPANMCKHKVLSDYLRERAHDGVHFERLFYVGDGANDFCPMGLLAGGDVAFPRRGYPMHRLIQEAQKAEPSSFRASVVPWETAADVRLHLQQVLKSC
MEKK3 PB1 HTS – MEKK3-MEK5 PB1 interaction, increase or decrease | Q99759 | bead-based flow cytometry, Alexa488-MEK5 binding to MEKK3; actives lie on both sides; 0 = blocked by unlabeled MEK5, 100 = vehicle | binding response (% of control), % at 10 µM | 1.4% of 290,000 active;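 active = binding response more than 3 SD above or below the average of its plate-row segment, actives on both sides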;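 note: Alexa488 bead fluorescence after subtracting the streptavidin-only scavenger bead signal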
MEKK2 WT-MEK5 – raises or lowers MEK5 binding to wildtype human MEKK2 PB1 domain. Q9Y2U5. bead flow cytometry, Alexa488-MEK5 binding to MEKK2 WT; actives lie on both sides. binding response (% of control), % at 10 µM. 1.1% of 290,000 active. AID 1531; in the data active = binding response below about 67% or above about 130%
Numbers without * were called inactive; · = no result given.

SMILES	NALP1 inh	PfM18AAP inh	OXTR agonist	FID counter	GPR7 antagonist	MEKK2mut PB1 HTS	PHOSPHO1 block	MEKK3 PB1 HTS	MEKK2 WT-MEK5
COc1cc(S(=O)(=O)N2CCN(c3ccc(F)cc3)CC2)ccc1Cl	-4.6	4.1	-1.1	-5.8	-6.8	6.0	13.7	101.0	107.0
CC(NC(=S)Nc1ccccc1OC(F)F)C(C)(C)C (stereo unspecified)	·	-7.4	0.1	-3.7	-8.1	12.0	4.1	104.0	118.0
C(=C\c1ccccc1)/CN1CCN(c2ncnc3c2oc2ccccc23)CC1	3.1	-2.2	7.0	-7.9	-9.8	2.0	-7.5	98.0	102.0
O=C(NC1CCCCC1)C(=O)c1c[nH]c2ccccc12	3.6	4.8	-0.3	-6.0	-12.0	8.0	28.7	105.0	107.0
CCCc1c(O)nc(SCC(=O)NCc2ccco2)[nH]c1=O	20.8	-2.3	0.2	-8.8	-3.6	-2.0	4.7	99.0	100.0
CN1CCN(C(=O)c2cccn(Cc3ccc(C(F)(F)F)cc3)c2=O)CC1	26.3	8.6	-0.9	3.6	8.8	-3.0	19.5	102.0	103.0
CCC1(C)Cc2nc3[nH]c(=S)n(-c4ccc(C)cc4)c(=O)c3cc2CO1 (stereo unspecified)	2.5	-7.2	-2.2	-3.1	-12.4	3.0	-9.0	107.0	106.0
CC(C)(C)Nc1nc(OCC(F)(F)F)nc(OCC(F)(F)F)n1	·	-2.5	-2.7	-0.7	7.3	6.0	16.5	101.0	102.0
CC(C)C1Cc2c(sc3ncnc(NN)c23)CO1 (stereo unspecified)	7.7	15.0	-0.1	-7.3	-3.1	5.0	19.9	105.0	110.0
Cc1c(C(=O)Nc2c(C)n(C)n(-c3ccccc3)c2=O)oc2ccccc12	37.7	7.1	-1.0	-10.3	-12.1	-4.0	18.0	93.0	96.0
O=C(N1CCOCC1)N1CCN(S(=O)(=O)c2ccc(Cl)cc2)CC1	10.3	-0.4	-0.1	-9.9	-18.8	2.0	25.3	100.0	101.0
O=C1NC(=S)N/C1=C\c1ccc(N2CCOCC2)cc1	-18.0	3.9	0.3	5.8	-3.4	-2.0	21.4	102.0	96.0
O=C(NCc1ccco1)c1sc2cccc(F)c2c1Cl	26.7	3.5	-1.4	0.7	-7.6	7.0	-9.8	115.0	112.0
COc1cc(-n2c(C)nc3cc(C(=O)NCC4CCCO4)ccc32)cc(OC)c1OC (stereo unspecified)	16.2	1.4	-0.3	-33.0	-3.4	13.0	26.3	101.0	104.0
O=C(Nc1cccc(-c2cnc3ccccc3n2)c1)c1ccco1	12.0	-0.8	-2.4	-15.6	-8.4	3.0	10.5	102.0	102.0
O=C(Nc1ccc(OCC(=O)N2CCOCC2)cc1)c1ccccc1Cl	8.6	-6.8	0.7	-5.3	-15.4	4.0	37.6	100.0	104.0
CC1CC1C(=O)Nc1nc(-c2ccc(Cl)s2)cs1 (stereo unspecified)	-5.6	3.4	-2.8	-3.1	-13.5	-2.0	37.3	108.0	105.0
CC1CCN(CCCNC(=O)C2CCCN(c3ncnc4c3nc3n4CCCCC3)C2)CC1 (stereo unspecified)	14.7	-0.7	-1.7	1.0	-0.9	0.0	32.4	100.0	104.0
CCOC(CNC(=O)C(=O)NCC(c1ccco1)N1CCN(c2ccc(OC)cc2)CC1)OCC (stereo unspecified)	12.2	3.1	-0.9	-37.0	-3.5	2.0	6.2	103.0	104.0
CC1(C)CC(=O)C=C(NCC(=O)O)C1	2.2	-3.3	0.9	2.7	0.8	-3.0	9.6	90.0	92.0
CSCC[C@H](NC(=O)[C@H]1N2C(=O)c3ccccc3C2SC1(C)C)C(=O)NCc1ccncc1 (stereo partly specified)	16.3	-10.5	0.9	-23.1	-10.9	0.0	17.4	104.0	103.0
Cc1ccc(NC(=O)CN2C(=O)NC3(CCC(C)CC3)C2=O)c(Cl)c1 (stereo unspecified)	-0.1	-6.8	0.0	-1.9	0.3	-5.0	-2.9	95.0	97.0
O=[n+]1cc(-c2ccc(Br)cc2)n([O-])c2c1CCC2	21.0	0.8	-0.1	-1.4	-7.9	-1.0	27.5	107.0	108.0
CN(C)c1ccc(/C=C/c2nc3ccccc3s2)cc1	11.9	9.5	2.7	-4.3	-5.8	-5.0	37.9	94.0	96.0
COc1ccc(CN2C(=O)C3C4C=CC(C4)C3C2=O)cc1 (stereo unspecified)	-1.3	1.7	2.0	0.3	-0.8	4.0	3.2	93.0	96.0

A portion taken from the entries so far, as a working copy:
SMILES	NALP1 inh	PfM18AAP inh	OXTR agonist	FID counter	GPR7 antagonist	MEKK2mut PB1 HTS	PHOSPHO1 block	MEKK3 PB1 HTS	MEKK2 WT-MEK5
COc1cc(S(=O)(=O)N2CCN(c3ccc(F)cc3)CC2)ccc1Cl	-4.6	4.1	-1.1	-5.8	-6.8	6.0	13.7	101.0	107.0
CC(NC(=S)Nc1ccccc1OC(F)F)C(C)(C)C (stereo unspecified)	·	-7.4	0.1	-3.7	-8.1	12.0	4.1	104.0	118.0
C(=C\c1ccccc1)/CN1CCN(c2ncnc3c2oc2ccccc23)CC1	3.1	-2.2	7.0	-7.9	-9.8	2.0	-7.5	98.0	102.0
O=C(NC1CCCCC1)C(=O)c1c[nH]c2ccccc12	3.6	4.8	-0.3	-6.0	-12.0	8.0	28.7	105.0	107.0
CCCc1c(O)nc(SCC(=O)NCc2ccco2)[nH]c1=O	20.8	-2.3	0.2	-8.8	-3.6	-2.0	4.7	99.0	100.0

Complete entries, looked up by structure.
Entry for COc1ccc(CN2C(=O)C3C4C=CC(C4)C3C2=O)cc1 (stereo unspecified) : NALP1 inh: -1.3; PfM18AAP inh: 1.7; OXTR agonist: 2.0; FID counter: 0.3; GPR7 antagonist: -0.8; MEKK2mut PB1 HTS: 4.0; PHOSPHO1 block: 3.2; MEKK3 PB1 HTS: 93.0; MEKK2 WT-MEK5: 96.0
Entry for CC1CCN(CCCNC(=O)C2CCCN(c3ncnc4c3nc3n4CCCCC3)C2)CC1 (stereo unspecified) : NALP1 inh: 14.7; PfM18AAP inh: -0.7; OXTR agonist: -1.7; FID counter: 1.0; GPR7 antagonist: -0.9; MEKK2mut PB1 HTS: 0.0; PHOSPHO1 block: 32.4; MEKK3 PB1 HTS: 100.0; MEKK2 WT-MEK5: 104.0
Entry for O=C(Nc1cccc(-c2cnc3ccccc3n2)c1)c1ccco1 : NALP1 inh: 12.0; PfM18AAP inh: -0.8; OXTR agonist: -2.4; FID counter: -15.6; GPR7 antagonist: -8.4; MEKK2mut PB1 HTS: 3.0; PHOSPHO1 block: 10.5; MEKK3 PB1 HTS: 102.0; MEKK2 WT-MEK5: 102.0

Next results follow:
SMILES	NALP1 inh	PfM18AAP inh	OXTR agonist	FID counter	GPR7 antagonist	MEKK2mut PB1 HTS	PHOSPHO1 block	MEKK3 PB1 HTS	MEKK2 WT-MEK5
CC(=O)Nc1ccc(OC/C=C(\C)Cl)cc1	-3.5	-3.2	1.5	-0.4	3.1	-1.0	-10.6	95.0	96.0
CCN1C(=O)c2ccc(C(=O)Nc3nccs3)cc2C1=O	18.1	-1.8	1.4	3.6	-12.2	0.0	7.0	97.0	92.0
CSc1ccc(C(=O)C2CCCN(C(=O)CCc3c(C)nn(C)c3C)C2)cc1 (stereo unspecified)	9.7	-3.9	7.5	-40.2	-0.8	8.0	30.1	105.0	110.0
CC1CCCCN1CCCNC(=O)CN1C(=O)c2cccnc2Oc2ccccc21 (stereo unspecified)	7.2	-13.2	0.3	0.2	-5.0	2.0	1.2	103.0	104.0
CN(CC(CC(=O)Nc1nncs1)c1ccccc1)S(=O)(=O)c1ccc(Br)cc1 (stereo unspecified)	-6.4	2.0	-2.0	-27.3	0.1	0.0	19.5	104.0	95.0
CCNC(=S)N(CCCN(CC)CC)Cc1cc2cc3c(cc2[nH]c1=O)OCO3	-13.0	7.0	0.3	-1.7	-6.4	6.0	·	104.0	105.0
COC(=O)/C(C(C)=O)=C(/C=C/C=C/N(C)C)N(C)C	18.2	2.7	0.7	-9.9	-4.1	-3.0	4.8	90.0	91.0
CCN(CC)CCNC(=O)c1cn(CC)c2cc(N3CCN(C)CC3)c(F)cc2c1=O	20.5	-8.3	0.4	38.0*	2.7	5.0	·	105.0	100.0
Cc1c(CCC(=O)O)c(=O)oc2c(C)c3occ(-c4ccc(Br)cc4)c3cc12	3.4	-3.3	·	-25.5	-14.2	1.0	-2.0	108.0	101.0
CCOc1ccc(-c2nc3ccccc3c(=O)o2)cc1	2.1	-8.1	0.6	4.8	-6.0	-1.0	-19.7	102.0	102.0
O=C(Nc1nc2ccc([N+](=O)[O-])cc2s1)c1ccncc1	·	1.0	3.9	-0.8	-11.5	2.0	33.4	96.0	96.0
COc1ccc2c(c1)CCC1=C2NC(=S)NC1c1ccc(N(C)C)cc1 (stereo unspecified)	-0.3	14.8	-2.5	2.4	-4.9	-1.0	11.7	101.0	94.0
O=C(COC(=O)C1CC(=O)N(Cc2ccccc2)C1)Nc1ccc2c(c1)OCO2 (stereo unspecified)	-2.5	2.6	-0.2	-8.4	-5.4	-1.0	-8.3	96.0	99.0
COc1ccc(-n2c(-c3cc(-c4ccccc4)sc3N)n[nH]c2=S)cc1	·	13.5	-2.8	-10.8	0.3	1.0	-154.5	105.0	97.0
Cc1ccc(S(=O)(=O)N(C)C)cc1NC(=S)Nc1ccc2[nH]c(=O)[nH]c2c1	-7.0	-3.5	-1.1	-1.0	-4.2	1.0	-110.8	98.0	99.0
CC1CC(C)CN(CCCNC(=O)C2CCN(c3nnc(-n4cccc4)s3)CC2)C1 (stereo unspecified)	23.0	0.8	-2.0	18.6	19.6	20.0	59.8	100.0	155.0*
CN1CCN(c2ccc(C(=O)c3ccc(Br)cc3)cc2[N+](=O)[O-])CC1	30.3	1.0	9.7	27.7	3.1	7.0	13.1	106.0	121.0
O=C(O)c1cccc(S(=O)(=O)N(Cc2ccccc2)c2ccccc2Cl)c1	6.5	12.2	·	-19.5	2.0	-7.0	·	94.0	94.0
CC(=O)N1CCc2c(sc(NC(=O)C3CC3)c2-c2nc3ccccc3s2)C1	·	34.0*	-1.0	-13.2	-8.8	0.0	30.2	105.0	104.0
O=C(CCn1nc(-c2ccc(Cl)cc2)ccc1=O)N1CCOCC1	5.7	-6.8	-1.0	-7.3	-3.2	15.0	17.9	110.0	111.0
O=C(CSc1nc(Cc2ccccc2)nc2ccccc12)Nc1ccc2c(c1)OCCO2	13.5	3.9	0.1	-3.5	0.2	2.0	-1.6	99.0	96.0
COc1ccccc1NC(=S)NCC1CCC(CNC(=S)Nc2ccccc2OC)CC1 (stereo unspecified)	5.1	-7.8	0.7	-7.6	-5.6	-4.0	20.3	101.0	93.0
Cc1ccccc1-n1c(=O)cc(N2CCN(Cc3ccccc3)CC2)[nH]c1=O	·	4.9	-0.3	-3.1	-12.7	11.0	22.1	118.0	118.0

As entered above.
Entry of CC1CCCCN1CCCNC(=O)CN1C(=O)c2cccnc2Oc2ccccc21 (stereo unspecified) in FID counter: 0.2
Entry of O=C(CCn1nc(-c2ccc(Cl)cc2)ccc1=O)N1CCOCC1 in MEKK2mut PB1 HTS: 15.0
Entry of CN(CC(CC(=O)Nc1nncs1)c1ccccc1)S(=O)(=O)c1ccc(Br)cc1 (stereo unspecified) in GPR7 antagonist: 0.1
